From PubChem BioAssay
FAS-TE inh: blocks the thioesterase domain of human fatty acid synthase | inhibition, % at 15 µM | 360,000 tested, 0.67% active | AID 602261 | P49327 | recombinant FAS-TE, OMFH fluorogenic substrate, fluorescence endpoint;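 active means compounds whose normalised, plate-corrected inhibition of enzyme fluorescence in the single-dose primary screen is 50% or more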;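 further: 0% = DMSO with enzyme and 100% = substrate without enzyme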
eLon inh: E. coli protease La inhibition. 360,000 tested, 0.42% active. P0A9M0. inhibition, % at 7.94 µM. purified E. coli Lon protease, fluorescence polarization; in the data active means inhibition above about 13%, passing the limit was not always enough;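 further: 0% = enzyme with probe and DMSO and 100% = no enzyme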
MLLE-PAM2 inh: inhibitors of microRNA-mediated deadenylation, human PABP1 MLLE binding; P11940; GST-MLLE / FITC-PAM2 fluorescence polarization; inhibition, % at 20 µM; 360,000 tested, 0.36% active; AID 588489; in the data active means inhibition above about 35%, passing the limit was not always enough;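 further: plate controls were DMSO wells with GST-MLLE for no effect and wells lacking GST-MLLE protein for full effect; some results filed as inactive read as strong as hits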
MsrA act: bovine methionine sulfoxide reductase A activation. activation, % at 10.6 µM. purified bovine MsrA, absorbance read-out. 360,000 tested, 0.3% active; in the data active means activation above about 7.5%;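 further: 0% = vehicle and 100% = reference activator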
Rin1-Abl PPI inh: human Rin1-Abl interaction inhibition; P00519+Q13671; AID 588664; 360,000 tested, 0.4% active; inhibition, % at 7.35 µM; TR-FRET Rin1/Abl binding, biochemical; in the data active means inhibition above about 5%, passing the limit was not always enough
NRP1-CendR mod: NRP-1/CendR interaction modulation; FAM-RPARPAR peptide binding to NRP-1, fluorescence polarization; inhibition, % at 25 µM; 360,000 tested, 0.85% active; AID 602438;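 active means inhibition or corrected inhibition above about 18%, plus a signal ratio from 0.5 to 1.5, limit read from the data, passing the limit was not always enough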; further: strong numbers were not always called active
Target sequence (O14786 whole entry, looked up): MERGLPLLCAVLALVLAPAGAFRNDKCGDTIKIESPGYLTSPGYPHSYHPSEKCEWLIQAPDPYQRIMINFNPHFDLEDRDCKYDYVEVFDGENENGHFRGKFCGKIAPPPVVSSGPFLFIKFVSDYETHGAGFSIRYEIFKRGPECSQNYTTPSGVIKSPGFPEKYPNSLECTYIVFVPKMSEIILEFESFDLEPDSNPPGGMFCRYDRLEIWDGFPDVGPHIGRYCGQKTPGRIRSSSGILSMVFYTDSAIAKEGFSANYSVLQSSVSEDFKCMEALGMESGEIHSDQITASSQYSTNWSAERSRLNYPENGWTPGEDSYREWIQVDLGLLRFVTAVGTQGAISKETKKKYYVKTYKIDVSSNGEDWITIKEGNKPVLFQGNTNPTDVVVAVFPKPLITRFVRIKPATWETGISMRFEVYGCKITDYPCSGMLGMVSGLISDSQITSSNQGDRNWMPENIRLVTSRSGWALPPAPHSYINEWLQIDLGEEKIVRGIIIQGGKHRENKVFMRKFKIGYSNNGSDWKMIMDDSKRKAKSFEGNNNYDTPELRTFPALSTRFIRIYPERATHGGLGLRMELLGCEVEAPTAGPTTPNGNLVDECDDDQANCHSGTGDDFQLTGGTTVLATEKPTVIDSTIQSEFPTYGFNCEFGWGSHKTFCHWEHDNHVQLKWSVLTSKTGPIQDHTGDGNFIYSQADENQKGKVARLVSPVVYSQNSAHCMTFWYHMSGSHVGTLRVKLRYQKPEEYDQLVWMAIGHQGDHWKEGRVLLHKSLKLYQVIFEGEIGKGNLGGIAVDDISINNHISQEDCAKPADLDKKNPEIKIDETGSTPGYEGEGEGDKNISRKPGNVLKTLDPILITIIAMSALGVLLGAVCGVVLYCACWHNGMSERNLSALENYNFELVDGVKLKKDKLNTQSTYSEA
SKN-1 inh: inhibitors of C. elegans SKN-1; C. elegans VP596 Pgst-4::GFP/RFP ratio, acrylamide-induced, 24 h; 360,000 tested, 0.49% active; AID 624304; inhibition, % at 21.8 µM;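 active means interference check ratio from 0.5 to 1.5 plus GFP to RFP signal ratio inhibition reaching or exceeding a fixed threshold, cut at about 30% in these data, passing the limit was not always enough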; further: some compounds called inactive have numbers as strong as hits
MT1-MMP act inh: MT1-MMP (human) activation inhibition. AID 651647. HT1080 RFP-PRO-GFP cells, GFP/RFP ratio fluorescence, overnight; percent of plate control window, DMSO zero. 360,000 tested, 0.061% active. GFP/RFP ratio change, % at 20 µM. P50281;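 active means GFP/RFP ratio change of at least 30% with cell ATP level not reduced by more than half and red fluorescence within 50% of control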; further: strong numbers were not always called active
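Assay system – RFP-PRO-GFP reporter HT1080 cells · Compound dosing – single dose of 20 µM compound, 1% DMSO final · Incubation – overnight compound exposure at 37 °C · Measure – GFP/RFP fluorescence ratio · Benchmarks – DMSO wells and RFP-L50D-GFP cells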
Neddylation inh: inhibitors of human cullin neddylation; 360,000 tested, 0.58% active; P61081+Q13564; TR-FRET cullin neddylation, biochemical; calls only at 25 µM; in the data active means inhibition above about 36%
The depositor's hits bear a star. Not a hit list; any-hit rate near 4%.

C/C(=N\NC(=O)c1ccc2c(c1)OCO2)c1ccc(C(=O)O)s1 was read as FAS-TE inh -3, eLon inh -5, MLLE-PAM2 inh -6, MsrA act -4, Rin1-Abl PPI inh 2, NRP1-CendR mod -3, SKN-1 inh -1, MT1-MMP act inh -5 and Neddylation inh inactive.
For O=C1OCCC/C1=C\c1ccc2c(c1)OCO2 the results were FAS-TE inh -4, eLon inh -3, MLLE-PAM2 inh 7, MsrA act -3, Rin1-Abl PPI inh 1, NRP1-CendR mod 6, SKN-1 inh -8, MT1-MMP act inh -1 and Neddylation inh inactive.
Screening O=C(Nc1ccc(S(=O)(=O)Nc2cnc3ccccc3n2)cc1)c1ccccc1Br returned FAS-TE inh 0, eLon inh 6, MLLE-PAM2 inh -4, MsrA act -4, Rin1-Abl PPI inh -1, NRP1-CendR mod 1, SKN-1 inh -17, MT1-MMP act inh 5 and Neddylation inh inactive.
Screening CCN(CC)CCN1C(=O)C(O)=C(C(=O)c2cccs2)C1c1ccccn1 (configuration not stated) returned FAS-TE inh -8, eLon inh 0, MLLE-PAM2 inh -2, MsrA act -3, Rin1-Abl PPI inh 1, NRP1-CendR mod 4, SKN-1 inh -4, MT1-MMP act inh 0 and Neddylation inh inactive.
O=C(Nc1ccc(F)c(Cl)c1)c1csc([C@H]2C[C@H](O)[C@@H](CO)O2)n1 was read as FAS-TE inh -6, eLon inh 1, MLLE-PAM2 inh 2, MsrA act -2, Rin1-Abl PPI inh 5, NRP1-CendR mod 1, SKN-1 inh 0, MT1-MMP act inh 4 and Neddylation inh inactive.
Screening CC(Sc1ccccc1)C(=O)N1CCN(S(=O)(=O)c2cccc(Br)c2)CC1 (configuration not stated) returned FAS-TE inh 18, eLon inh -11, MLLE-PAM2 inh 5, MsrA act -2, Rin1-Abl PPI inh 1, NRP1-CendR mod 1, SKN-1 inh -22, MT1-MMP act inh -3 and Neddylation inh inactive.
For CCOC(=O)[C@H]1[C@H]2COc3ccccc3[C@@H]2N2C(=O)CN(CC3CCCO3)C(=O)[C@@]12C (some centres not stated) the results were FAS-TE inh -11, eLon inh -3, MLLE-PAM2 inh -4, MsrA act 0, Rin1-Abl PPI inh 2, NRP1-CendR mod 10, SKN-1 inh 1, MT1-MMP act inh 0 and Neddylation inh inactive.
For CC(C)(C)C(=O)Nc1cccc(-c2nc3ccccc3c(=O)o2)c1 the results were FAS-TE inh 14, eLon inh -12, MLLE-PAM2 inh -1, MsrA act -4, Rin1-Abl PPI inh 3, NRP1-CendR mod 2, SKN-1 inh 3, MT1-MMP act inh -8 and Neddylation inh inactive.
Screening CCc1ccc(NC(=O)CS(=O)CC(=O)NCCCc2ccccc2)cc1 (configuration not stated) returned FAS-TE inh -6, eLon inh -5, MLLE-PAM2 inh 6, MsrA act -3, Rin1-Abl PPI inh 2, NRP1-CendR mod -5, SKN-1 inh 10, MT1-MMP act inh 0 and Neddylation inh inactive.
Screening O=C(NCc1cccnc1)c1cc(C2CCCN(C(=O)c3ccc4c(c3)CCO4)C2)on1 (configuration not stated) returned FAS-TE inh -7, eLon inh 0, MLLE-PAM2 inh 9, MsrA act -3, Rin1-Abl PPI inh -1, NRP1-CendR mod 3, SKN-1 inh 6, MT1-MMP act inh -3 and Neddylation inh inactive.
For CSc1ccc(/C=N/NC(=O)c2ccc(-n3cnnn3)cc2)cc1 the results were FAS-TE inh -5, eLon inh 0, MLLE-PAM2 inh -2, MsrA act -5, Rin1-Abl PPI inh 5, NRP1-CendR mod -8, SKN-1 inh 1, MT1-MMP act inh 4 and Neddylation inh active.
Screening O=C1C(=C2CCCCC2)SC(=S)N1Cc1ccco1 returned FAS-TE inh 18, eLon inh -13, MLLE-PAM2 inh 21, MsrA act -3, Rin1-Abl PPI inh 0, NRP1-CendR mod -13, SKN-1 inh -4, MT1-MMP act inh 4 and Neddylation inh inactive.
N#Cc1c(/N=C/c2cccnc2)sc2c1CCCC2 was read as FAS-TE inh 6, eLon inh -4, MLLE-PAM2 inh 0, MsrA act -2, Rin1-Abl PPI inh -4, NRP1-CendR mod 2, SKN-1 inh 21, MT1-MMP act inh 1 and Neddylation inh inactive.
For Cn1c(=O)[nH]c(=O)c2c1nc1n2CC(COc2ccc3ccccc3c2)O1 (configuration not stated) the results were FAS-TE inh -5, eLon inh 9, MLLE-PAM2 inh -8, MsrA act -4, Rin1-Abl PPI inh -7, NRP1-CendR mod 1, SKN-1 inh -1, MT1-MMP act inh 1 and Neddylation inh inactive.
Cc1[nH]n(-c2cccc(Cl)c2)c(=O)c1/C=N/n1c(C)nc2ccccc2c1=O was read as FAS-TE inh 6, eLon inh -2, MLLE-PAM2 inh -7, MsrA act -2, Rin1-Abl PPI inh 2, NRP1-CendR mod -4, SKN-1 inh -12, MT1-MMP act inh -17 and Neddylation inh inactive.
`Cc1ccc(NC(=O)CSCC(=O)Nc2nnc(C)s2)cc1` gave FAS-TE inh -8, eLon inh 1, MLLE-PAM2 inh 3, MsrA act -3, Rin1-Abl PPI inh 3, NRP1-CendR mod -4, SKN-1 inh 7, MT1-MMP act inh -4 and Neddylation inh inactive.
`O=C(Nc1ccc2c(c1)OCO2)c1cc(-c2ccccc2Cl)on1` gave FAS-TE inh 13, eLon inh -3, MLLE-PAM2 inh -7, MsrA act -5, Rin1-Abl PPI inh 2, NRP1-CendR mod -12, SKN-1 inh 6, MT1-MMP act inh 2 and Neddylation inh inactive.
For COCCNC(=O)Cn1cc(C(=S)N2CCCCC2)c2ccccc21 the results were FAS-TE inh -2, eLon inh -3, MLLE-PAM2 inh 13, MsrA act -8, Rin1-Abl PPI inh -6, NRP1-CendR mod 1, SKN-1 inh 8, MT1-MMP act inh 0 and Neddylation inh inactive.
`CCc1ccc(N(C(C)=O)C2C=CS(=O)(=O)C2)cc1` (configuration not stated) gave FAS-TE inh -7, eLon inh -1, MLLE-PAM2 inh 4, MsrA act -2, Rin1-Abl PPI inh -7, NRP1-CendR mod 0, SKN-1 inh 7, MT1-MMP act inh 4 and Neddylation inh inactive.
O=C(OC1CCCCC1=O)c1ccc(F)c(S(=O)(=O)N2CCOCC2)c1 (configuration not stated) was read as FAS-TE inh -8, eLon inh -17, MLLE-PAM2 inh -8, MsrA act -1, Rin1-Abl PPI inh 0, NRP1-CendR mod -1, SKN-1 inh 18, MT1-MMP act inh 0 and Neddylation inh inactive.

Next section; it opens with the three that closed the last part.
For COCCNC(=O)Cn1cc(C(=S)N2CCCCC2)c2ccccc21 the results were FAS-TE inh -2, eLon inh -3, MLLE-PAM2 inh 13, MsrA act -8, Rin1-Abl PPI inh -6, NRP1-CendR mod 1, SKN-1 inh 8, MT1-MMP act inh 0 and Neddylation inh inactive.
`CCc1ccc(N(C(C)=O)C2C=CS(=O)(=O)C2)cc1` (configuration not stated) gave FAS-TE inh -7, eLon inh -1, MLLE-PAM2 inh 4, MsrA act -2, Rin1-Abl PPI inh -7, NRP1-CendR mod 0, SKN-1 inh 7, MT1-MMP act inh 4 and Neddylation inh inactive.
O=C(OC1CCCCC1=O)c1ccc(F)c(S(=O)(=O)N2CCOCC2)c1 (configuration not stated) was read as FAS-TE inh -8, eLon inh -17, MLLE-PAM2 inh -8, MsrA act -1, Rin1-Abl PPI inh 0, NRP1-CendR mod -1, SKN-1 inh 18, MT1-MMP act inh 0 and Neddylation inh inactive.
For CC(CNS(=O)(=O)c1ccccc1)Sc1nncn1C (configuration not stated) the results were FAS-TE inh -5, eLon inh 5, MLLE-PAM2 inh 2, MsrA act 2, Rin1-Abl PPI inh 2, NRP1-CendR mod -2, SKN-1 inh -5, MT1-MMP act inh -1 and Neddylation inh inactive.
`C/C=C1\COC(C(=O)NCc2ccccc2)(C(F)(F)F)C=C1C=C(C)C` (configuration not stated) gave FAS-TE inh 14, eLon inh -5, MLLE-PAM2 inh 4, MsrA act -3, Rin1-Abl PPI inh 4, NRP1-CendR mod 16, SKN-1 inh -5, MT1-MMP act inh 2 and Neddylation inh inactive.
For CC(C(=O)NC1CCCc2ccccc21)N1CCN(c2ccc(F)cc2)CC1 (configuration not stated) the results were FAS-TE inh 0, eLon inh -4, MLLE-PAM2 inh 7, MsrA act -3, Rin1-Abl PPI inh 3, NRP1-CendR mod -4, SKN-1 inh -3, MT1-MMP act inh -1 and Neddylation inh inactive.
Screening Cn1c(-c2ccccc2)c(C#Cc2ccc(N)cc2)c2ccccc21 returned FAS-TE inh 2, eLon inh -8, MLLE-PAM2 inh -7, MsrA act -1, Rin1-Abl PPI inh 2, NRP1-CendR mod -11, SKN-1 inh 17 and MT1-MMP act inh 2.
For NC(=O)c1c(NC(=O)c2ccccc2F)sc2c1CCCC2 the results were FAS-TE inh 13, eLon inh 6, MLLE-PAM2 inh -12, MsrA act -3, Rin1-Abl PPI inh -3, NRP1-CendR mod 1, SKN-1 inh 28 and MT1-MMP act inh 4.
`COc1cccc(CNc2ccc(F)c(Cl)c2)c1O` gave FAS-TE inh 7, eLon inh -12, MLLE-PAM2 inh -6, MsrA act 4, Rin1-Abl PPI inh 0, NRP1-CendR mod 2, SKN-1 inh 11, MT1-MMP act inh -3 and Neddylation inh inactive.
`C=CCC[C@H](Cc1ccc(F)cc1)C(=O)OC[C@@H](NC(=O)[C@@H](CC=C)CC(=O)N[C@H](CO)Cc1ccccc1)C(C)(C)C` gave FAS-TE inh 14, eLon inh 4, MLLE-PAM2 inh 4, MsrA act 1, Rin1-Abl PPI inh 3, NRP1-CendR mod 9, SKN-1 inh -14, MT1-MMP act inh -2 and Neddylation inh inactive.
NC(=O)CSc1nc(-c2ccccc2)nc2c1CCCC2 was read as FAS-TE inh -1, eLon inh -1, MLLE-PAM2 inh 4, MsrA act -1, Rin1-Abl PPI inh 1, NRP1-CendR mod -11, SKN-1 inh 0, MT1-MMP act inh -3 and Neddylation inh inactive.
O=C(Cn1cnc2ccccc2c1=O)NCC(=O)N1CCOCC1 was read as FAS-TE inh -9, eLon inh 9, MLLE-PAM2 inh -11, MsrA act -11, Rin1-Abl PPI inh 5, NRP1-CendR mod -3, SKN-1 inh -3, MT1-MMP act inh 3 and Neddylation inh inactive.
Screening Cc1nc2cc(N)ccc2n1-c1ccccc1 returned FAS-TE inh -1, eLon inh -3, MLLE-PAM2 inh 12, MsrA act -7, Rin1-Abl PPI inh 5, NRP1-CendR mod 1, SKN-1 inh 5, MT1-MMP act inh 5 and Neddylation inh inactive.
CC1CC2(CC(CN(C3CCCCC3)C3CCCCC3)OC2=O)C(=O)O1 (configuration not stated) was read as FAS-TE inh 2, eLon inh 3, MLLE-PAM2 inh -6, MsrA act -1, Rin1-Abl PPI inh 2, NRP1-CendR mod 2, SKN-1 inh 3, MT1-MMP act inh 4 and Neddylation inh inactive.
CCn1c(SCC(=O)N2CCN(c3cccc(Cl)c3)CC2)nc2ccccc2c1=O was read as FAS-TE inh 27, eLon inh 8, MLLE-PAM2 inh -3, MsrA act -3, Rin1-Abl PPI inh 0, NRP1-CendR mod -8, SKN-1 inh -1, MT1-MMP act inh 3 and Neddylation inh inactive.
`COc1cccc(C(O)c2nc(-c3cccc(C(=O)O)c3)cs2)c1` (configuration not stated) gave FAS-TE inh -2, eLon inh 1, MLLE-PAM2 inh 3, MsrA act -1, Rin1-Abl PPI inh 3, NRP1-CendR mod 4, SKN-1 inh 15, MT1-MMP act inh -2 and Neddylation inh inactive.
Screening CN1CCN(C(=O)N(c2ccccc2)c2ccccc2)CC1 returned FAS-TE inh -2, eLon inh 0, MLLE-PAM2 inh 10, MsrA act -1, Rin1-Abl PPI inh 1, NRP1-CendR mod 8, SKN-1 inh 16, MT1-MMP act inh -1 and Neddylation inh inactive.
Screening CCC(C)(C)C1CCc2[nH]nc(C(=O)NC(C)C)c2C1 (configuration not stated) returned FAS-TE inh -1, eLon inh 6, MLLE-PAM2 inh 13, MsrA act -2, Rin1-Abl PPI inh 3, NRP1-CendR mod 14, SKN-1 inh 5, MT1-MMP act inh 0 and Neddylation inh inactive.
